High-throughput results: PubChem BioAssay, National Center for Advancing Translational Sciences (NCATS)
HCMV antiviral – qHTS Assay for inhibitors of the human cytomegalovirus (HCMV); activity change, negative = inhibition, % at 57.5 µM; actives 4.5% (n = 410,000); HFF cells, HCMV-luciferase reporter, 72 h; hits give low values; in the data active means activity change below about -60%; inconclusive means no clear call, values can overlap the other calls; inactive means above about -39%; further: on the % scale 0 is the no-effect control and ±100 the full control effect
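Screen run at 2 compound doses on HFFs infected with reporter HCMV, MOI 1 PFU/cell. Luciferase activity from cell lysates at 72 h post infection gave inhibition relative to buffer-only and Salinomycin wells.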
Cycloheximide cs – Cycloheximide Counterscreen for Small Molecule Inhibitors of Shiga Toxin; cell reporter, cycloheximide protein synthesis inhibition counterscreen; max response, %; actives 12% (n = 300,000); AID 2314, 2010; in the data active means max response mostly above about 13%, no sharp cut-off; inactive means mostly below about 14%; further: read at 38.3 µM for the half of the compounds with a filed dose; 0% is about no effect
Shiga inhibitor – A qHTS for Small Molecule Inhibitors of Shiga Toxin. inhibition, % at 38.7 µM. AID 2315, 2010. actives 9.2% (n = 290,000). Vero cells, Shiga toxin protein synthesis inhibition reporter; in the data active means inhibition mostly above about 28%, no sharp cut-off; inactive means mostly below about 43%; further: 0% is about no effect
AmpC no deterg – qHTS Inhibitors of AmpC Beta-Lactamase (assay without detergent); P00811; AmpC nitrocefin hydrolysis, absorbance 480 nm, 0.0001% Triton; Potency, µM (highest dose often 57.1 µM), without a hit: at the highest dose activity change, negative = inhibition, most hits filed as inhibitors; actives 0.52% (n = 330,000); AID 485341, 2010;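 further: potency means the concentration at half of the fitted maximal effect; plate controls were no compound for no effect and no enzyme for full effect; nearly all actives have a fitted effect of over 20% in size; some results filed as inactive show a strong effect at the top dose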
Target sequence (P00811 whole entry, looked up): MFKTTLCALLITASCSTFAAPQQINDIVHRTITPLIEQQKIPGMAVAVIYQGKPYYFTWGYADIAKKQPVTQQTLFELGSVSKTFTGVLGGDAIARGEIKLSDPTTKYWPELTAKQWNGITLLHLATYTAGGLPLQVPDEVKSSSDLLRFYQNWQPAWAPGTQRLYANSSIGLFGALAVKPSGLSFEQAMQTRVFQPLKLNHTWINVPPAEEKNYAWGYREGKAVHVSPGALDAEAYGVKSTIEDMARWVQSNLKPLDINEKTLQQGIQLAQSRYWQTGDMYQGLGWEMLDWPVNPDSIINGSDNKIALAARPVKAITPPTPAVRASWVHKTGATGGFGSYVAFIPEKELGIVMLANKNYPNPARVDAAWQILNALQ
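20 mM phosphate pH 7.0 + 0.01% (detergent screen) or 0.0001% Triton X-100; 5.3 nM AmpC reagent; cpd preinc 15 min RT; nitrocefin (800 uM stock) to start; A480 q20 s × 4 min; Activity was normalised to no-enzyme and no-compound control wells.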
AMA1 RON2 block – qHTS for Inhibitors of AMA1-RON; Towards Development of Antimalarial Drug Lead: Primary Screen; Potency, µM (doses to about 58.2 µM), for the others: top-dose activity change, negative = inhibition, most hits filed as inhibitors; AlphaScreen AMA1-biotinylated RON2 peptide binding; Plasmodium falciparum AMA1 (3D7) - RON2 peptide interaction; actives 0.2% (n = 360,000);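 further: potency means the concentration at half of the fitted maximal effect; 0% = vehicle wells and -100% = peptide control; nearly all actives have a fitted effect of over 45% in size; some results filed as inactive show a strong effect at the top dose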
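AMA1 (3D7) with his tag at 25 nM final met compounds first, then biotinylated RON2 peptide at 25 nM; detection used donor plus acceptor beads, 10 µg/mL apiece, read by AlphaScreen after 30 min at room temperature.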
AmpC inh detg – qHTS Inhibitors of AmpC Beta-Lactamase (assay with detergent); actives 0.041% (n = 370,000); AID 485294, 2010; P00811; Potency, µM (top dose mostly 114 µM), for inactives: at the top dose activity change, negative = inhibition, most hits filed as inhibitors; AmpC hydrolysis of nitrocefin, absorbance 480 nm, 0.01% Triton;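 further: potency means the concentration at half of the fitted maximal effect; 0% = no-compound wells and -100% = no-enzyme wells; nearly all actives have a fitted effect of over 25% in size; some results filed as inactive show a strong effect at the top dose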
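AmpC (5.3 nM in the dispensed reagent) in 20 mM phosphate pH 7.0 with 0.01% (detergent screen) or 0.0001% Triton X-100 was preincubated with compounds for 15 min at room temperature. Nitrocefin was then added from an 800 uM solution, and hydrolysis was followed at 480 nm.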
Giardia FBPA inh – qHTS Assay for Inhibitors of Fructose-1,6-bisphosphate Aldolase from Giardia Lamblia. purified Giardia FBPA. actives 0.71% (n = 290,000). Potency, µM (highest dose often 59.6 µM), inactives show at the highest dose activity, negative = inhibition, most hits filed as inhibitors; further: potency means the concentration at half of the fitted maximal effect; on the % scale 0 is the no-effect control and ±100 the full control effect; nearly all actives have a fitted effect of over 55% in size
Target sequence (A8B2U2 whole entry, looked up): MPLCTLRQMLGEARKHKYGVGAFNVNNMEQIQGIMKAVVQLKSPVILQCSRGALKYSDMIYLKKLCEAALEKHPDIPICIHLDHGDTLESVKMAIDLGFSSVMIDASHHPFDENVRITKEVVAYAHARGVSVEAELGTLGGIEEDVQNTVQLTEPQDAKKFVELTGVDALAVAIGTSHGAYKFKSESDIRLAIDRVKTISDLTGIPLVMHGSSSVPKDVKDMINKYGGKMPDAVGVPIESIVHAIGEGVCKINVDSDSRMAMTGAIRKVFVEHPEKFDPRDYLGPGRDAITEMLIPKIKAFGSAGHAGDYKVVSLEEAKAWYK
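40 nM FBPA preincubated 10 min at RT with compound (up to 57.5 uM final), then substrate plus GAPDH/TPI/NAD/arsenate coupling and diaphorase/resazurin added. Fluorescence read after 20 min at RT, 525/598 nm.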
An asterisk follows results filed as active; ? = inconclusive; / = no result given; & = joins results of further samples; [ ] = remark or other dose. Unless noted, the call rests on the fitted dose curve; in most records, active means well fitted curve in the direction sought with a large enough effect; inconclusive means small, poorly fitted or top-dose-only effect, or another doubt; inactive means no such curve, though single readings can be large; an effect the other way counts as inactive or inconclusive.

SMILES	HCMV antiviral	Cycloheximide cs	Shiga inhibitor	AmpC no deterg	AMA1 RON2 block	AmpC inh detg	Giardia FBPA inh
O=[N+]([O-])c1ccccc1/C=C/CN1CCCC(CO)C1 (stereo not given)	45	-1	-5	-9%	-5%	?	-24%
O=C(CCC(=O)Nc1ccc(F)cc1)N/N=C/c1cc([N+](=O)[O-])ccc1O	44	-2	6	-20%	11%	-9%	15%
Cc1cc(Br)c2c(c1)C1(OCCO1)C(=O)N2	52	-5	-1	-17%	-9%	-22%	-1%
Cn1nnnc1SCC(=O)N1CCN(c2ccccc2)CC1	-18	-1	-8	-11%	-6%	-7%	3%
COc1cc(SC)ccc1C(=O)Nc1c(Cl)cncc1Cl	?	11	0	-8%	-16%	1%	-2%
Cc1ccc(SCC(=O)Nc2cccc(C(=O)NC(C)(C)C)c2)cc1	-6	2	14	-19%	-15%	?	7%
O=[N+]([O-])c1ccccc1S(=O)(=O)N1CCCCC1	-21	-1	-14	-12%	-1%	-2%	-6%
COc1ccc(CNC(=O)CCSc2nc(-c3ccc4c(c3)OCO4)cc(C(F)(F)F)n2)cc1	-27	0	8	-14%	-10%	?	-1%
O=C(C1c2ccccc2C(=O)N2CCc3ccccc3C12)N1CCC2(CC1)OCCO2 (stereo not given)	4	-2	36	-1%	-4%	-2%	6%
Cc1c(C(=O)N2C[C@@H](C)O[C@@H](C)C2)oc2c(F)cccc12	25	40*	70*	1%	-7%	0%	0%
Cc1cccc(Cc2nnc(CCC(=O)NCc3cnc4ccccn34)o2)c1	-35	-2	-1	6%	0%	-6%	-6%
O=C(NCCSCc1ccccc1)c1ccc(C2SCC(=O)N2Cc2ccccc2)cc1 (stereo not given)	-26	-2	-6	-6%	-4%	0%	2%
COCc1cc(C)nc(SCC(=O)Nc2ccc3c(c2)OCCO3)c1C#N	61	11*	19	-18%	-1%	3%	/
O=C(NCCN1CCOCC1)c1cc2sccc2n1Cc1ccc(Cl)cc1	33	-3	-4	203%[activator]	-18%	4%	-1%
CCCSC1C(C)=C(C)C(=O)N1Cc1ccccc1 (stereo not given)	-6	-2	-9	25%	10%	-7%	15%
CCCn1c(SCC(=O)N2CCc3ccccc3C2)nc2c1c(=O)n(C)c(=O)n2C	52	-2	-8	-3%	-3%	0%	-1%
COc1cc(C)ccc1OCCOc1c(Cl)cc(Cl)cc1Cl	8	-5	-20	-7%	24%	-3%	1%
COc1ccc(C(c2nnnn2C2CCCC2)N2CCC(C(N)=O)CC2)c(OC)c1 (stereo not given)	-11	2	-15	43%	0%	?	2%
CCC(C)NC(=O)[C@H]1N2C(=O)c3c(ccc(OC)c3OC)C2SC1(C)C (stereo not given in full)	5	1	18	1%	3%	-2%	?
CN(CC(=O)NC(=O)NCc1ccccc1)Cc1ccc(Cl)cc1	-19	-3	-2	-9%	16%	-13%	-1%

An excerpt of these results, in CSV form.
SMILES,HCMV antiviral,Cycloheximide cs,Shiga inhibitor,AmpC no deterg,AMA1 RON2 block,AmpC inh detg,Giardia FBPA inh
CCCn1c(SCC(=O)N2CCc3ccccc3C2)nc2c1c(=O)n(C)c(=O)n2C,52,-2,-8,-3%,-3%,0%,-1%
COc1cc(C)ccc1OCCOc1c(Cl)cc(Cl)cc1Cl,8,-5,-20,-7%,24%,-3%,1%
COc1ccc(C(c2nnnn2C2CCCC2)N2CCC(C(N)=O)CC2)c(OC)c1 (stereo not given),-11,2,-15,43%,0%,?,2%
CCC(C)NC(=O)[C@H]1N2C(=O)c3c(ccc(OC)c3OC)C2SC1(C)C (stereo not given in full),5,1,18,1%,3%,-2%,?
CN(CC(=O)NC(=O)NCc1ccccc1)Cc1ccc(Cl)cc1,-19,-3,-2,-9%,16%,-13%,-1%

Further entries follow.
SMILES	HCMV antiviral	Cycloheximide cs	Shiga inhibitor	AmpC no deterg	AMA1 RON2 block	AmpC inh detg	Giardia FBPA inh
COc1ccc(NC(=O)c2ccccc2OCc2c(C)noc2C)cc1OC	34	2	-7	20%	2%	0%	/
COc1ccc(NC(=O)c2cc(-c3cccs3)on2)cc1	5	29*	73*	-17%	9%	-8%	3%
OCc1csc(=Nc2ccccc2)n1-c1ccccc1	?	12	12	-24%	1%	-14%	3%
COc1ccc(CCNc2ncnc3c2nnn3Cc2ccccc2)cc1OC	38	-2	-13	33%	-1%	-10%	7%
Nc1c(NCCN2CCCCC2)c2ccccc2oc1=O	61	6	7	-7%	58%[activator]	0%	-20%
CCOC(=O)c1sc(NC(=O)CN2CCN(c3ccc(OC)cc3)CC2)nc1C	18	-1	-6	143%[activator]	-1%	0%	?
Cc1[nH]c2ccccc2c1C(O)c1ccncc1 (stereo not given)	-20	1	-16	-7%	-13%	-1%	3%
COc1ccccc1C(=O)NCCC(=O)NCCOc1ccccc1	-39	8	4	7%	-7%	1%	1%
O=C(O)c1ccc(NS(=O)(=O)c2cc(Cl)ccc2Cl)cc1O	-3	1	-5	-12%	-3%	-14%	?
Cc1ccccc1N1C(=O)C2C3C=CC(CC3)C2C1=O (stereo not given)	-11	-2	-3	-3%	-15%	?	10%
Cc1cc(O)cc(O)c1-c1onc(C(F)(F)F)c1-c1cscn1	-71*	-3	-13	-41%	-2%	1%	4%
COc1cccc(NC(=S)N(CCCN2CCOCC2)C(C)c2cc3cccc(OC)c3o2)c1 (stereo not given)	14	7	-13	190%[activator]	-3%	8%	-15%
O=C(c1ccc2c(c1)N(Cc1ccccc1)CCS2)N1CCC2(CC1)OCCO2	?	-2	0	120%[activator]	-2%	-1%	/
c1ccc2c(c1)CC(N1CCN(c3cccc4c3OCCO4)CC1)C2	/	6	3	/	/	/	7%&3%
O=C(c1cc(COc2c(F)cccc2F)on1)N1C[C@H]2CC[C@H]1C2	33	76*	103*	22%	0%	-6%	/
COC(=O)c1cccc(NC(=O)CN2CCN(c3ccc(OC)cc3)CC2)c1	40	-8	-11	36%	-10%	-17%	0%
CN(c1ccccc1)S(=O)(=O)c1cc(C(=O)c2nccn2C)ccc1Cl	?	-4	-25	-5%	-1%	-16%	0%
COC(=O)c1ccc(C)c(NC(=O)CSc2nnc3ccccn23)c1	0	/	/	-6%	-1%	-7%	/
COc1cccc(OC)c1C(=O)Nc1ccc(N2CCCC2)cc1	-20	-2	/	-1%	-8%	2%	-3%
COc1ccc(-c2nnc(SCc3c(C)noc3C)o2)cc1	45	27*	68*	3%	0%	?	3%
COc1ccc(CN2CCNC(=O)C2CC(=O)NCc2cc(C)n(C)n2)c(F)c1 (stereo not given)	0	-5	-9	30%	26%	4%	-17%
C#CC1(NC(=O)NC(C)C)CCCCC1	-31	3	-4	-7%	-3%	-2%	2%
O=C(OCn1nnc2ccccc2c1=O)c1ccc(Br)o1	-20	-3	-7	-24%	18%	1%	6%
Cc1cccc2cc(CN(Cc3ccco3)C(=O)NC3CCCCC3)c(=O)[nH]c12	-34	-2	-8	-3%	-12%	3%	4%
CCc1ccc(NC(=S)Nc2cccc(OC)c2)cc1	-6	16*	67*	-28%	12%	3%	-6%
CC(=O)Nc1ccc(S(=O)(=O)N(C)CC(=O)NNC(=O)Cc2nc3ccccc3n2C)cc1	3	/	/	-15%	51%[activator]	/	/
O=C(CN(C1CCCCC1)S(=O)(=O)c1ccc(Cl)cc1)N1CCOCC1	?	-5	-8	41%	-13%	-6%	1%
Cc1ccc(-c2nc3cc(NC(=O)C(C)C)ccc3o2)cc1C	26	83*	95*	9%	-6%	-8%	-5%
Cc1ccn2c(Nc3ccc4c(c3)OCO4)c(-c3ccc(O)cc3)nc2c1	33&58	11	41	-38%	-25%	2%&3%	0%
Nc1ccc(-c2ccc(N)c([N+](=O)[O-])c2)cc1[N+](=O)[O-]	?	8	36	-55%	-1%	5%	0%
CCOC(=O)C1CCCN(S(=O)(=O)c2cc(Br)cc3c2N(C(=O)CC)CC3)C1 (stereo not given)	4&4	-3	2	34%	6%	-10%&8%	2%
COCCCNC(=O)CCSc1ccc(C)cc1	2	8	10	-7%	24%	-14%	4%
COC(=O)NC(=S)Nc1ccccc1NC(=S)NC(=O)OC	53	/	/	/	121%[activator]	/	?
O=C(Nc1ccc2nccnc2c1)c1cnccn1	76	19*	47*	-19%	-7%	?	-6%
Cc1ccc(C(NC(=O)C2CCCCC2)c2c(O)ccc3ccccc23)cc1 (stereo not given)	-66*	-2	-3	-22%	9%	3%	-4%
S=c1[nH]nc(COc2ccccc2)n1/N=C/c1cccnc1	-24	-5	-4	-18%	28%	-5%	-5%
O=C(OCc1ccccc1F)c1ccc2c(c1)-c1ccccc1C2=O	45	6	3	-13%	1%	?	19%
O=C(CCn1c(=O)oc2ccc(Cl)cc21)N1CCN(Cc2ccccc2)CC1	?	1	-4	119%[activator]	-2%	3%	-6%
COc1ccc(NC(=O)Nc2cccc3c2O[C@H](CN(C)C(=O)Nc2ccccc2)[C@@H](C)CN([C@H](C)CO)C3=O)cc1	9	/	/	159%[activator]	4%	/	/
CN(C)c1cc(Cl)c2nonc2c1N	-35	6	-12	?	-7%	-5%	-19%
O=C(/C=C/c1ccco1)N1CCN(c2ncccn2)CC1	42	19*	92*	-12%	2%	4%	-1%
COc1cccc(C(=O)NCC(=O)N/N=C/c2cn[nH]c2-c2ccccc2)c1	-13	-2	-15	-23%	20%	1%	6%
COc1cc(Cn2c(=O)oc3ccc(C)cc32)ccc1OC(C)C	12	8	8	48%	10%	2%	0%
CCC1CN(C(=O)N2CCC(C(=O)NCc3ccc(OC)cc3OC)CC2)c2ccccc2O1 (stereo not given)	49	-6	-5	85%[activator]	0%	0%	/
O=C(O)CCCn1c(O)c(C=C2N=c3ccccc3=N2)sc1=S	?	-3	-6	-23%	66%[activator]	-7%	-1%
COc1ccc(Nc2cccc3ccccc23)cc1	15	/	/	-34%	?	-15%	/
O=C(Nc1cc2c3c(c1)C1CCCC1CN3CC1CCCC21)c1ccc([N+](=O)[O-])cc1 (stereo not given)	-32	-3	43	-35%	?	3%	-12%
CCN1C(=O)c2cccc3c(S(=O)(=O)Nc4ccccc4OC)ccc1c23	17	-3	-7	21%	7%	4%	3%
COCCNC(=O)C(c1ccc(O)cc1)N(Cc1ccco1)C(=O)CCC(=O)Nc1nccs1 (stereo not given)	2	-1	4	-20%	5%	2%	0%
CC(C)CNC(=O)c1ccccc1NC(=O)/C=C/c1cccc([N+](=O)[O-])c1	-7	2	-8	-14%	-4%	-15%	1%
NC(=O)C1CCN(C(=O)C2c3ccccc3C(=O)N3CCc4ccccc4C23)CC1 (stereo not given)	18	1	46*	1%	-11%	4%	-22%
